Bioassay records (PubChem BioAssay)
Luc counter: Kinase-Glo luciferase inhibition (counter-screen) | Potency, µM (series often up to 38.3 µM), for inactives: at the top dose activity change, negative = inhibition, actives largely listed as inhibitors | Kinase-Glo luciferase, ATP luminescence, 8 min | 200,000 compounds, 0.28% hits | Q27757; note: potency is the fitted concentration of half-maximal effect; % is set by controls: 0 for no effect and ±100 for the full control effect; nearly all actives have a fitted effect of over 60% in size
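Compound is pinned into ATP-containing buffer (10 uM ATP, imidazole pH 7.2, 7 mM MgCl2). Kinase-Glo luciferase reagent is then added. Light output is recorded following an 8-min room-temperature incubation.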
NPSR antagonist: antagonists of human neuropeptide S receptor cAMP signaling; CHO-NPSR cells, cAMP TR-FRET, antagonist mode; Potency, µM (doses to about 38.3 µM), for the others: at the highest dose activity change, negative = inhibition, hits mostly inhibitors; 220,000 compounds, 1% hits; AID 1461; note: potency is the fitted concentration of half-maximal effect; % is set by controls: 0 for no effect and ±100 for the full control effect; nearly all actives have a fitted effect of over 50% in size; many of its hits are not listed in these tables
Target sequence (Q6W5P4 whole entry, looked up): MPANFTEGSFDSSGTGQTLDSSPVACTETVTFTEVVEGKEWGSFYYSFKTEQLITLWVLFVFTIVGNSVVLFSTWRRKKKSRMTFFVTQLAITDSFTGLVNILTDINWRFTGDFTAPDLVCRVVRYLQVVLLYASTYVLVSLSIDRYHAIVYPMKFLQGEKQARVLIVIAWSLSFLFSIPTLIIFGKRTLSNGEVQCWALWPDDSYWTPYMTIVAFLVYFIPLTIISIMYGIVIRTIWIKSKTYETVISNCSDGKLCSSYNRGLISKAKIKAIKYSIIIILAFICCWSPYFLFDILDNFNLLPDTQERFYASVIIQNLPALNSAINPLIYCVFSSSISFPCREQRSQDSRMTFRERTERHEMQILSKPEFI
IMPase Li cell: cell-permeable IMPase inhibitors with lithium potentiation; 210,000 compounds, 0.35% hits; Potency, µM (highest dose often 59.4 µM), for inactives: at the top dose activity, negative = IMPase inhibition, actives largely listed as inhibitors; CHO-M1 cells, IP1 TR-FRET (IP-One), carbachol + lithium; AID 1457;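 note: IP1 builds up when IMPase is blocked and the TR-FRET signal falls; potency is the fitted concentration of half-maximal effect; plate controls were basal vehicle for no effect and high inhibitor control for full effect; nearly all actives have a fitted effect of over 50% in size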
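Readout is a homogeneous TR-FRET IP1 immunoassay (Ex 320, Em 665 and 620), where raised cytosolic IP1 lowers signal. Cells were CHO-M1 treated 30 min at 37C with test compounds plus a little lithium; AC50 values came from Hill-equation fitting.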
HttQ103 aggreg: reduces HttQ103-GFP aggregates in PC12 cells; PC12 HttQ103-GFP aggregates, Acumen cytometry, 40 h; Potency, µM (highest dose often 46.1 µM), inactives show at the highest dose activity change, negative = inhibition, usual class: inhibitors; 220,000 compounds, 1.1% hits; AID 1688; note: potency is the fitted concentration of half-maximal effect; % is set by controls: 0 for no effect and ±100 for the full control effect; nearly all actives have a fitted effect of over 60% in size
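Read-out: GFP aggregate count by laser scanning cytometer (488 nm excitation, 500-530 nm emission, 1–25 µm objects >6 SD above background). Cells: PC12, inducible HTTex1-Q103-GFP, 100 nM tebufenozide; compounds titrated.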
CBFb-RUNX1 inh: blocks binding between human CBF-beta and RUNX1 | Q01196+Q13951 | AlphaScreen CBFb-His/RUNX1-biotin binding, biochemical | Potency, µM (series often up to 59.8 µM), inactives show at the top dose activity, negative = inhibition, most hits filed as inhibitors | 230,000 tested, under 10 active; note: % of control where 0% means no effect
Target sequence (Q01196 whole entry, looked up): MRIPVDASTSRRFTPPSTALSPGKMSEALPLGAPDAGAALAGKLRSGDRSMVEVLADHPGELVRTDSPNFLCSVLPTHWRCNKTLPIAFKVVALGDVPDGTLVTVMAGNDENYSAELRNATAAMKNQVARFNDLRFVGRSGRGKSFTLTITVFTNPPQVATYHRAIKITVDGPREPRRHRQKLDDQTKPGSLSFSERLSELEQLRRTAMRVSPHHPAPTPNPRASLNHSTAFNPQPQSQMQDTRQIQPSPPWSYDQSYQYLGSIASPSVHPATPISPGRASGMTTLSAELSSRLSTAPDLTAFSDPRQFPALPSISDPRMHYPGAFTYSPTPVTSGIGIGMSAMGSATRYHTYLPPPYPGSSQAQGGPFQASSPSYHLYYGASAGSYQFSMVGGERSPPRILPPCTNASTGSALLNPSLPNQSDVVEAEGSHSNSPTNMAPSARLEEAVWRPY
Target sequence (Q13951 whole entry, looked up): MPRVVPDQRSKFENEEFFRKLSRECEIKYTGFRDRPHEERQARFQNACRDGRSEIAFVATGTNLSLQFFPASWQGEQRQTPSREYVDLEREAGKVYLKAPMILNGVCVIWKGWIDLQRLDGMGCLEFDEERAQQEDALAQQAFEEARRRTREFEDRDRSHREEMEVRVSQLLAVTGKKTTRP
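Proteins preincubated together for 20 min at RT before compound addition; 15 min later, nickel and streptavidin beads were added and left 90 min prior to AlphaScreen measurement.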
LMNA splice mod: changes lamin A minigene splicing in HeLa cells. HeLa LMNA splicing GFP/RFP minigene ratio, 48 h. Potency, µM (top dose mostly 46.1 µM), inactives show at the highest dose ratio change, negative = inhibition, actives largely listed as inhibitors. 200,000 compounds, 0.01% hits. AID 1487; active = well fitted inhibition curve with a large enough effect in the signal ratio, with a control signal flat, not every such curve was filed as active; inconclusive = small, poorly fitted or top-dose-only effect, or effect the other way, or a change in a side signal; the % refers to the signal ratio; note: potency is the fitted concentration of half-maximal effect; % is set by controls: 0 for no effect and ±100 for the full control effect
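S3 HeLa stable clones carrying a lamin A-EGFP splicing minigene plus DsRed2 were seeded at 600 cells/well in Opti-MEM with 2% FBS, pin-dosed and incubated 48 h at 37°C. Acumen cytometry (488 nm) gave the GFP/RFP total-intensity ratio.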
Epigenetic derep: derepresses silenced GFP reporter in murine cells. 280,000 compounds, 0.2% hits. murine LDR cells, GFP reporter derepression, 30 h. Potency, µM (highest dose often 53.9 µM), for the others: at the highest dose GFP activation, most hits filed as activators; note: potency is the fitted concentration of half-maximal effect; % of control where 0% means no effect; nearly all actives have a fitted effect of over 60% in size
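Murine LDR cells carrying a silenced, genomically integrated CMV-driven GFP reporter were exposed to compound for 30 hours at 37 C. After PBS washes, GFP-positive cells (20–120 um objects) were counted by laser-scanning microplate cytometry.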
Active calls of the source: *; & = joins results of further samples; ! = a repeat was not active; [ ] = dose if it differs, or a comment. Unless noted, calls come from the whole dose curve; as a rule, active = well fitted curve in the direction sought with a large enough effect; inconclusive = small, poorly fitted or top-dose-only effect, or another doubt; inactive = no such curve, though single readings can be large; an effect the other way counts as inactive or inconclusive. These rows are one share of the data (hit frequency here may not be typical).

Results for CC(C)Cn1cnc2c1c(=O)n(C)c(=O)n2C ?
Luc counter: -3%; NPSR antagonist: -18%; IMPase Li cell: -3%; HttQ103 aggreg: 1%; CBFb-RUNX1 inh: 6%; LMNA splice mod: 18%[9.22 µM]; Epigenetic derep: -4.0%

Results for CC(=O)O[C@]1(C(C)=O)CC[C@H]2[C@@H]3C=C(Cl)C4=CC(=O)[C@@H]5C[C@@H]5[C@]4(C)[C@H]3CC[C@@]21C ?
IMPase Li cell: -3%; HttQ103 aggreg: 10%; CBFb-RUNX1 inh: 7%[21.7 µM]; LMNA splice mod: inconclusive

What do the screens show for `C/C(O)=C1\C(=O)[C@@H]2[C@H]3c4c[nH]c5cccc(c45)C[C@H]3C(C)(C)N2C1=O`?
IMPase Li cell: 4%&21%; CBFb-RUNX1 inh: -21%&2%; Epigenetic derep: 1.9%&0.0%

Results for C=CC(C)(O)CC/C=C(\C)CCC=C(C)C (stereo not drawn) ?
Luc counter: -2%; IMPase Li cell: 1%; HttQ103 aggreg: -1%; LMNA splice mod: -3%; Epigenetic derep: -1.6%

How did COc1nc(C)nc(Cl)c1NC1=NCCN1 do in these assays?
Luc counter: -2%; NPSR antagonist: 2%[46.1 µM]; IMPase Li cell: 9%&-5%&-7%; HttQ103 aggreg: 9%[20.6 µM]; CBFb-RUNX1 inh: 5%; LMNA splice mod: inconclusive; Epigenetic derep: -0.2%

Results for CN(C)CCCN1c2ccccc2Sc2ccccc21 ?
Luc counter: -3%; NPSR antagonist: inconclusive; IMPase Li cell: 18%&26%&44%&34%; HttQ103 aggreg: -3%; CBFb-RUNX1 inh: inconclusive; LMNA splice mod: inconclusive; Epigenetic derep: 0.2%

What do the screens show for `O=C(Cn1ccnc1[N+](=O)[O-])NCCO`?
Luc counter: -3%; IMPase Li cell: -1%&0%; HttQ103 aggreg: 17%; CBFb-RUNX1 inh: -6%[21.7 µM]; LMNA splice mod: inconclusive; Epigenetic derep: 2.6%

What do the screens show for `C=CCN1C(=O)C(CC(C)C)NC1=S` (stereo not drawn)?
Luc counter: 1%[39.9 µM]; IMPase Li cell: 5%; HttQ103 aggreg: 8%&-2%; CBFb-RUNX1 inh: -7%; Epigenetic derep: 0.2%

Results for Nc1cc(-c2ccncc2)c[nH]c1=O ?
Luc counter: -13%; NPSR antagonist: 10%; IMPase Li cell: 1%&0%&11%; HttQ103 aggreg: inconclusive; CBFb-RUNX1 inh: 21%; LMNA splice mod: inconclusive; Epigenetic derep: -1.1%

Results for CCN(CC)C[C@@H]1CCCCN1CC(=O)N1c2ccccc2C(=O)Nc2cccnc21 ?
Luc counter: -3%; IMPase Li cell: 17%; CBFb-RUNX1 inh: 7%[21.7 µM]; Epigenetic derep: 3.2%

How did CCCn1ncc(CN2CCCC(C(=O)c3cccc(OC(C)C)c3)C2)c1C (stereo not drawn) do in these assays?
NPSR antagonist: -10%; HttQ103 aggreg: 0%[9.22 µM]; CBFb-RUNX1 inh: 10%; Epigenetic derep: 3.6%

What do the screens show for `CC[C@]1(O)C[C@@H]2CN(CCc3c([nH]c4ccccc34)[C@@](C(=O)OC)(c3cc4c(cc3OC)N(C)C3[C@]45CCN4CC=C[C@](CC)(C45)[C@@H](OC(C)=O)[C@]3(O)C(=O)OC)C2)C1` (stereo partly drawn)?
IMPase Li cell: -17%; CBFb-RUNX1 inh: 12%; Epigenetic derep: 2.1%

Results for NS(=O)(=O)c1cc2c(cc1C(F)(F)F)N[C@H](Cc1ccccc1)NS2(=O)=O ?
Luc counter: 3%[17.1 µM]; IMPase Li cell: 5%; HttQ103 aggreg: -7%[20.6 µM]; CBFb-RUNX1 inh: -20%[21.7 µM]; LMNA splice mod: inconclusive; Epigenetic derep: 0.0%[16.9 µM]

How did Cc1cc(C)nc(/N=C(\N)Nc2ccc(S(N)(=O)=O)cc2)n1 do in these assays?
Luc counter: -4%; NPSR antagonist: -22%; IMPase Li cell: 15%; HttQ103 aggreg: 5%[9.22 µM]; CBFb-RUNX1 inh: 5%; LMNA splice mod: inconclusive; Epigenetic derep: 1.1%

What do the screens show for `COc1cc2nc(N3CCN(C(=O)C4COc5ccccc5O4)CC3)nc(N)c2cc1OC` (stereo not drawn)?
Luc counter: -1%&-1%; NPSR antagonist: -46%; IMPase Li cell: 6%&17%; HttQ103 aggreg: 20%; CBFb-RUNX1 inh: inconclusive; LMNA splice mod: inconclusive; Epigenetic derep: 3.0%&-0.2%

In the list so far, 2 contain a Cl atom:
Results for CC(=O)O[C@]1(C(C)=O)CC[C@H]2[C@@H]3C=C(Cl)C4=CC(=O)[C@@H]5C[C@@H]5[C@]4(C)[C@H]3CC[C@@]21C ?
IMPase Li cell: -3%; HttQ103 aggreg: 10%; CBFb-RUNX1 inh: 7%[21.7 µM]; LMNA splice mod: inconclusive

How did COc1nc(C)nc(Cl)c1NC1=NCCN1 do in these assays?
Luc counter: -2%; NPSR antagonist: 2%[46.1 µM]; IMPase Li cell: 9%&-5%&-7%; HttQ103 aggreg: 9%[20.6 µM]; CBFb-RUNX1 inh: 5%; LMNA splice mod: inconclusive; Epigenetic derep: -0.2%

Going on with the list:
Results for CC(=O)NCCCCCC(=O)O ?
Luc counter: -2%; IMPase Li cell: -1%; HttQ103 aggreg: 11%; CBFb-RUNX1 inh: 7%; Epigenetic derep: 8.2%

How did CCCC(NC(C)C(=O)N1C(C(=O)O)CC2CCCCC21)C(=O)OCC (stereo not drawn) do in these assays?
Luc counter: -3%; IMPase Li cell: 7%; CBFb-RUNX1 inh: 13%; Epigenetic derep: 0.0%

What do the screens show for `CN1CCC(=C2c3ccccc3CCc3sccc32)CC1`?
Luc counter: -6%; NPSR antagonist: 1%; IMPase Li cell: 47%&55%&4%[activator]; HttQ103 aggreg: -19%; CBFb-RUNX1 inh: 19%; LMNA splice mod: inconclusive; Epigenetic derep: 2.1%

What do the screens show for `C[C@H]1[C@H](C)CC[C@]2(C(=O)O)CC[C@]3(C)C(=CCC4[C@@]5(C)C[C@@H](O)[C@H](O)[C@@](C)(CO)[C@@H]5CC[C@]43C)[C@H]12` (stereo partly drawn)?
Luc counter: 2%; IMPase Li cell: 8%; CBFb-RUNX1 inh: 13%[21.7 µM]; Epigenetic derep: 0.3%

Results for NS(=O)(=O)c1cc2c(cc1C(F)(F)F)NC(Cc1ccccc1)NS2(=O)=O (stereo not drawn) ?
Luc counter: 0%&-6%; NPSR antagonist: -4%; IMPase Li cell: -6%&6%; HttQ103 aggreg: -8%; CBFb-RUNX1 inh: 10%&3%; LMNA splice mod: inconclusive; Epigenetic derep: -5.8%&1.1%

Results for CC(=O)[C@@H]1CC[C@@H]2[C@@H]3C[C@H](C)C4=CC(=O)CC[C@@]4(C)[C@H]3[C@H](O)C[C@]21C ?
Luc counter: 2%[17.1 µM]; IMPase Li cell: -6%; HttQ103 aggreg: -20%[20.6 µM]; CBFb-RUNX1 inh: -6%[21.7 µM]; LMNA splice mod: inconclusive; Epigenetic derep: -0.3%[16.9 µM]

How did c1ccc2c(CC3=NCCN3)cccc2c1 do in these assays?
Luc counter: -1%; NPSR antagonist: 22%; IMPase Li cell: -5%&28%&9%&4%; HttQ103 aggreg: -14%; CBFb-RUNX1 inh: -2%; LMNA splice mod: inconclusive; Epigenetic derep: 1.9%

Results for Cc1coc2c1C(=O)C(=O)c1c-2ccc2c1CCCC2(C)C ?
Luc counter: -1%&-4%; NPSR antagonist: 20%; IMPase Li cell: 13%&-8%&4%&-4%; HttQ103 aggreg: -7%[9.22 µM]; CBFb-RUNX1 inh: inconclusive; LMNA splice mod: inconclusive; Epigenetic derep: -1.1%&0.0%&0.2%&-1.5%

How did Cc1c(C(=O)O)c(O)cc2c1C(=O)c1c(O)c([C@H]3O[C@H](CO)[C@@H](O)[C@H](O)[C@H]3O)c(O)c(O)c1C2=O do in these assays?
Luc counter: 13µM*!; IMPase Li cell: 57%&4%&32%[activator]; HttQ103 aggreg: -4%; CBFb-RUNX1 inh: inconclusive; LMNA splice mod: -13%; Epigenetic derep: -1.2%&-3.4%

Results for O=C(O)CN1C(=O)c2cccc3cccc(c23)C1=O ?
Luc counter: 1%; IMPase Li cell: 4%&-4%; HttQ103 aggreg: 13%; CBFb-RUNX1 inh: 9%; Epigenetic derep: 1.1%&-4.1%

Results for CN(C)CCCSc1ccccc1NC(=O)/C=C\c1ccccc1 ?
Luc counter: inconclusive; IMPase Li cell: 16%; CBFb-RUNX1 inh: 26%[21.7 µM]; Epigenetic derep: 4.1%

What do the screens show for `CCOc1ccc(S(=O)(=O)N2CCCCCC2)c2ccccc12`?
Luc counter: -5%; NPSR antagonist: -21%[46.1 µM]; IMPase Li cell: -6%[38.3 µM]; HttQ103 aggreg: inconclusive; CBFb-RUNX1 inh: 24%; LMNA splice mod: 22%; Epigenetic derep: 2.2%

What do the screens show for `O=C1N(c2ccccc2)c2ccccc2C1(Cc1ccncc1)Cc1ccncc1`?
Luc counter: -2%&1%; NPSR antagonist: -14%[46.1 µM]; IMPase Li cell: 9%&10%; HttQ103 aggreg: 4%; CBFb-RUNX1 inh: inconclusive; LMNA splice mod: -18%; Epigenetic derep: -1.2%&-1.1%&0.8%

How did C=CCSCC=C do in these assays?
Luc counter: -5%; IMPase Li cell: 13%; CBFb-RUNX1 inh: 6%; Epigenetic derep: 1.3%

How did COc1ccccc1OCC(O)COC(N)=O (stereo not drawn) do in these assays?
Luc counter: -1%&-3%; NPSR antagonist: 22%; IMPase Li cell: 4%&13%; HttQ103 aggreg: -17%; CBFb-RUNX1 inh: 8%&12%; LMNA splice mod: -1%; Epigenetic derep: -2.4%&0.0%

Results for O=C(O)CCC/C=C\C[C@H]1C(=O)C[C@@H](O)[C@@H]1/C=C/[C@@H](O)CCc1ccccc1 ?
Luc counter: -2%; IMPase Li cell: -8%&6%; CBFb-RUNX1 inh: 11%&-11%; Epigenetic derep: 1.1%&6.8%

Results for CCCCCC(=O)O[C@@]1(C(C)=O)CCC2C3CCC4=CC(=O)CC[C@@]4(C)C3CC[C@]21C (stereo partly drawn) ?
Luc counter: -5%; IMPase Li cell: 19%; CBFb-RUNX1 inh: 16%; Epigenetic derep: -1.3%

Results for Nc1nccs1 ?
Luc counter: -5%; IMPase Li cell: 7%&-14%; HttQ103 aggreg: 6%; CBFb-RUNX1 inh: 6%; Epigenetic derep: 4.0%
